PAX8 reporter: PAX8 transcriptional activity inhibition; actives 1.2% (n = 360,000); AID 652154; RMG-I TPO-luciferase reporter, SteadyGlo, 24 h; inhibition, % at 12.6 µM;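 active = mean replicate inhibition at least 60% with every replicate also reaching 60%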;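 also: luciferase light reporting Pax8 driven TPO promoter activity; plate controls were median of neutral control wells for no effect and mitoxantrone controls for full effect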
LGR2 inh: Drosophila LGR2 receptor signaling inhibition | actives 0.35% (n = 380,000) | HEK293 LGR2, CRE-luciferase, bursicon-stimulated, 4 h | inhibition, % at 9.99 µM;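 active = drop in luminescence signal, shown as inhibition above about 50% in the replicate tests, limit read from the data, passing the limit was not always enough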;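 also: agonist challenge used bursicon conditioned medium at about half maximal strength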
EWS-Fli block: inhibitors of EWS/Fli oncoprotein transcriptional activity | A673 NR0B1-luciferase reporter, viability-normalised | inhibition, % at 12.6 µM | actives 0.67% (n = 350,000) | AID 651661;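 active = mean inhibition of at least 50% after viability correction, with every replicate also passing that limit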;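 also: firefly luciferase signal divided by Alamar Blue viability fluorescence both relative to DMSO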
Cneo AK release: causes C. neoformans cell lysis | actives 0.2% (n = 360,000) | AID 651654 | lysis activity, % at 15 µM | adenylate kinase release luminescence, 4 h; normalised: neutral wells 0, clomiphene wells 100;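 active = mean lysis activity across replicates of at least 80%, whatever share of replicates individually reach that level; inactive = mean lysis activity below 80%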
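Material: C. neoformans cells; Schedule: 4 h static compound exposure, 37 °C, read 1 h post-reagent; Measured by: adenylate kinase release luminescence; Read-out: signal increase indicating cell lysis; Controls: Clomiphene as positive lysis control.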
miR-122 sensor: miR-122 inhibition in Huh7 cells; activation (reporter increase), % at 12.5 µM; actives 0.3% (n = 340,000); AID 602342; Huh7 miR-122 Renilla luciferase sensor, 48 h; neutral wells = 0, positive control = 100;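 active = mean replicate activation score at least 90 and every replicate individually at or above 90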;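 also: higher luciferase means less miR-122 activity so hits act as miR-122 inhibitors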
Casp6 inh: inhibitors of human caspase-6 | purified caspase-6, Z-VEID-R110 cleavage fluorescence | AID 686996 | P55212 | actives 0.53% (n = 350,000) | inhibition, % at 12.5 µM;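 active = mean inhibition across replicates at least about 35%, with every replicate also reaching that limit, limit read from the data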;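 also: 0% = median of neutral control wells and 100% = no fluorescence left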
Target sequence (P55212 24-179 limits assumed): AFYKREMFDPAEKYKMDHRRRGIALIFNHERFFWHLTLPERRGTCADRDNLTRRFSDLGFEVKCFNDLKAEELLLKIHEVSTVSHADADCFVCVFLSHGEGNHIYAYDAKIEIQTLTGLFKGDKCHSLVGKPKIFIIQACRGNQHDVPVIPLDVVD
Target sequence (P55212 194-293 limits assumed): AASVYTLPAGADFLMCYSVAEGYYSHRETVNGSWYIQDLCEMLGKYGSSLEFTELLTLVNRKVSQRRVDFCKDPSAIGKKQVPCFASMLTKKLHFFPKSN
PGC1a acetyl inh: lowers PGC1a acetylation signal in U2OS cells; AID 651687; actives 0.17% (n = 350,000); AlphaScreen anti-acetyl-lysine; with virally co-expressed GCN5 acetyltransferase; inhibition, % at 15.6 µM;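 active = every replicate shows inhibition of at least 40%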;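 also: 0% = neutral control wells and 100% = positive control wells; some results beyond the cut were filed as inactive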
FN deposition inh: fibronectin deposition inhibition. AH1F fibroblasts, Alexa488-fibronectin deposition fluorescence, overnight. actives 0.086% (n = 350,000). inhibition, % at 12.6 µM. AID 743247;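 active = mean inhibition across replicates of 30% or more, regardless of how many single replicates reach that level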;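 also: positive control wells lacked labelled fibronectin entirely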
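Material: AH1F fibroblast monolayer depositing Alexa488-labelled fibronectin into matrix / Amount: 10000 AH1F cells per well / Signal: fluorescence 485/525 nm / Medium: DMEM, 2% serum / Compound: single dose, pinned / Incubation: 1 h cell adhesion before compound, then overnight fibronectin incubation / Reagent: Alexa488-FN, 24 nM final / Read-out: inhibition of fibronectin deposition signal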
Starred values were filed as active, the others as inactive; · = not tested or not shown; [ ] = remark or other dose. Rows are unselected; any-hit rate near 2.5%.

Screens in order: Casp6 inh, miR-122 sensor, PGC1a acetyl inh, PAX8 reporter, Cneo AK release, EWS-Fli block, LGR2 inh, FN deposition inh
1. CCCC(=O)Nc1ccc2c(c1)C(=O)N(C)C[C@@H](OC)[C@H](C)CN(Cc1ccccn1)[C@@H](C)CO2
→ -1, ·, -3, -1, -4, -1, 0, 3
2. Cc1ccc(S(=O)(=O)N(C)C[C@@H]2Oc3ccc(N(C)C)cc3C(=O)N([C@@H](C)CO)C[C@@H]2C)cc1
→ -1, -1[16.7 µM], 0, -5, 1, ·, -10, ·
3. COc1ccccc1C(=O)N1CCN(C(=O)[C@H]2O[C@@H](n3ccc(=O)[nH]c3=O)[C@H](O)[C@@H]2O)CC1
→ -2, -2, 21, -6, 1, -9, -11, 4
4. CO[C@@H]1CN(C)C(=O)c2ccc(NC(=O)NC(C)C)cc2OC[C@@H](C)N(Cc2ccccc2)C[C@@H]1C
→ ·, 6[16.7 µM], -3, ·, -2, 3, 8, 15
5. CCC(=O)N1CCC2(CC1)CN(Cc1ccc(Cl)cc1)[C@H](CO)c1[nH]c3cc(OC)ccc3c12
→ 3, ·, 0, ·, ·, 20, -8, ·
6. O=C(C1CC(c2ccc(F)cc2)=NO1)N1CCCCC1 (stereo unspecified)
→ 0, 0, 4, ·, ·, -62, -41, ·
7. Cc1ccc(-c2ccc(CN3C(C)C(=O)N(Cc4cn(CC5CCCCC5)nn4)CCS3(=O)=O)cc2)cc1 (stereo unspecified)
→ 0, -4, ·, -6, -1, 11, ·, 4
8. Cc1ccc(-n2nc(C)cc2Nc2ncc(Cl)cc2Cl)cc1
→ ·, 2, -9, 14, 6, ·, 6, 1
9. COc1ccc(S(=O)(=O)N2CCOC2CNC(=O)C(=O)NCc2ccc3c(c2)OCO3)cc1 (stereo unspecified)
→ 0, -16, -3, 9, -1, ·, -7, ·
10. CN1CCN(Cc2ccc(-c3ccc(Cl)cc3)o2)CC1
→ -10, 6, -4, ·, 5, -40, -8, ·
11. CCCCc1nc(SCC(=O)Nc2nnc(C(C)C)s2)n[nH]1
→ -2, -3, -4, 10, 0, 3, 1, ·
12. CCc1cc(-c2nnn(CCC3COCCO3)c2C(C)(C)O)ccc1-c1cn(CCc2c[nH]c3ccccc23)nn1 (stereo unspecified)
→ 1, -1, ·, 28, -1, 16, 9, 2
13. CCCNC(=O)N1[C@H](CO)[C@H]2c3ccccc3N(C(=O)NC(C)C)C[C@H]21
→ -9, -24[16.7 µM], 3, -23, 1, -189, -2, -1
14. Cc1nn2c(=O)[nH]cnc2c1Cl
→ 17, 1, 2, -7, 13, -2, 10, 4
15. O=C1c2cccc3cccc(c23)C(=O)N1CCN1CCN(C(=S)Nc2ccccc2)CC1
→ ·, 0, -12, -1, 2, ·, 11, ·
16. COc1cccc(C(=O)N2CCN(S(C)(=O)=O)CC2)c1
→ ·, -13, ·, 6, 10, ·, ·, -1
17. COc1cccc(OCCNc2ccc([N+](=O)[O-])cn2)c1
→ 3, ·, ·, -5, 1, -1, -14, 9
18. O=C1O[C@H](c2ccccc2)[C@H](c2ccccc2)N2[C@H]1[C@@H](C(=O)O)[C@]1(C(=O)Nc3ccc(C#CCCO)cc31)[C@H]2c1ccc(O)cc1
→ -8, ·, ·, -7, -2, 11, ·, ·
19. CN(CC(=O)Nc1ccc(F)c(F)c1F)C(=O)C1CCCCC1
→ -1, -5, 5, 1, -1, 2, 3, -15
20. CC(=O)Nc1ccc(Sc2ccccc2C(=O)O)c(C(=O)O)c1
→ 2, ·, ·, 6, ·, -2, -11, 3

Fetched by compound from above, three records:
Screens in order: Casp6 inh, miR-122 sensor, PGC1a acetyl inh, PAX8 reporter, Cneo AK release, EWS-Fli block, LGR2 inh, FN deposition inh
13. CCCNC(=O)N1[C@H](CO)[C@H]2c3ccccc3N(C(=O)NC(C)C)C[C@H]21
→ -9, -24[16.7 µM], 3, -23, 1, -189, -2, -1
15. O=C1c2cccc3cccc(c23)C(=O)N1CCN1CCN(C(=S)Nc2ccccc2)CC1
→ ·, 0, -12, -1, 2, ·, 11, ·
18. O=C1O[C@H](c2ccccc2)[C@H](c2ccccc2)N2[C@H]1[C@@H](C(=O)O)[C@]1(C(=O)Nc3ccc(C#CCCO)cc31)[C@H]2c1ccc(O)cc1
→ -8, ·, ·, -7, -2, 11, ·, ·

(further entries)
Screens in order: Casp6 inh, miR-122 sensor, PGC1a acetyl inh, PAX8 reporter, Cneo AK release, EWS-Fli block, LGR2 inh, FN deposition inh
21. Cc1cc(CSc2ccccc2C(=O)O)on1
→ 1, ·, ·, 8, 1, 1, 20, 2
22. Cc1[nH]c2ccc(C(=O)N3CCN(c4ccccn4)CC3)cc2c1C
→ 2, 7, 3, 15, 2, -5, 7, -1
23. CCC(CC)C(=O)Nc1cccc(C(=O)Nc2nccs2)c1
→ ·, 1, -1, ·, -3, ·, ·, -10
24. CC(=O)N1CCc2cc(S(=O)(=O)CCC(=O)NCc3ccc(Cl)cc3)ccc21
→ -3, -3, -19, -2, -16, ·, -11, 1
25. COc1cccc(NC(=O)Nc2cc(C)ccc2OC)c1
→ -5, ·, ·, -27, ·, -8, -12, -10
26. CCOC(=O)c1ccc(N=Cc2nc3ccccc3n2C)cc1
→ -2, 0, 4, ·, -5, -31, -18, ·
27. CSCC[C@H](NC(=O)[C@@H]1Cc2ccccc2CN1)C(=O)NC[C@H]1CC[C@H](C(=O)O)CC1
→ -1, 0, 5, 0, 0, 7, 19, -12
28. C[C@@H]1CN([C@H](C)CO)C(=O)c2cc(NC(=O)Cc3cn(C)c4ccccc34)ccc2O[C@@H]1CN(C)C(=O)Nc1ccc2c(c1)OCO2
→ -1, 29[16.7 µM], -7, ·, 1, -60, -17, ·
29. CC(=O)Nc1ccc(CC(=O)Nc2ccc3c(c2)OC2(CCCC2)O3)cc1
→ -2, 13, 6, -143, -1, -91, -33, 6
30. CCCCCn1c(N)c(-c2nc3ccccc3o2)c2c([N+](=O)[O-])nn(CC)c(=O)c21
→ 4, ·, ·, 2, ·, -4, 3, 8
31. O=C(OC1CCCCC1=O)c1cc(Cl)ccc1[N+](=O)[O-] (stereo unspecified)
→ 2, ·, 13, -3, ·, -2, -7, 0
32. C[C@@H]1CN([C@@H](C)CO)C(=O)c2cccc(NC(=O)Nc3ccc(F)cc3)c2O[C@@H]1CN(C)S(=O)(=O)c1cccs1
→ 3, -1[16.7 µM], 16, 29, 0, 35, 22, 5
33. O=S(=O)(c1ccc(NC(=S)NN=C(Cc2ccccc2)Cc2ccccc2)cc1)N1CCOCC1
→ -2, ·, 0, 50, ·, -5, 16, 12
34. CC(=O)O[C@H]1CC[C@@]2(C)C(=CC[C@H]3[C@@H]4CC[C@H](C(C)=O)[C@@]4(C)CC[C@@H]32)C1
→ -3, -7, -10, -1, -1, -5, -3, 1
35. O=C(C1CCOCC1)N1C[C@@H]2[C@H](c3ccccc31)[C@H](CO)N2Cc1ccccc1F
→ -3, 18[16.7 µM], -3, 5, 39, 8, 10, ·
36. CCOc1cc(/C=N\n2nnnc2N)ccc1O
→ 1, 2, 8, -5, 2, 9, 7, -3
37. C[C@H]1CN([C@@H](C)CO)C(=O)Cc2cc(NS(=O)(=O)c3ccccc3)ccc2O[C@@H]1CN(C)Cc1ccccc1
→ 3, 5[16.7 µM], -4, -9, 8, 6, -6, ·
38. O=C(Cc1ccncc1)NCC[C@@H]1CC[C@H](NS(=O)(=O)c2ccccc2Cl)[C@H](CO)O1
→ 0, ·, -5, 5, -1, 6, -1, 2
39. Cc1nonc1NC(=O)CSc1nnc(-c2ccoc2C)n1C
→ ·, -1, -13, 4, 0, ·, ·, -3
40. COc1cccc(NC(=O)N2C[C@@H](O)COC[C@H]3O[C@H](CC(=O)NC4CCCC4)CC[C@@H]32)c1
→ 1, 5[16.7 µM], -5, -3, 1, -3, 13, -4
41. COc1cc(COCC(O)CN2CCCCC2C)cc(OC)c1OC (stereo unspecified)
→ -3, -3, ·, 5, 0, -2, -5, 5
42. COc1ccc(C(=O)/C=C/c2ccc(OC)c(COc3ccc(F)cc3)c2)cc1
→ -1, -5, 11, ·, 0, -1, -14, ·
43. CCCCCCCCN1C(=O)[C@@H](CC(=O)N2CCOCC2)C[C@@]2(C(=O)OC)C1=C[C@H](C1CCCC1)O[C@@H]2C
→ 2, ·, ·, 8, ·, 6, 22, 19
44. Cc1ccc(OCCCCN2CCCCC2)c(Br)c1
→ ·, -2, -3, ·, 13, ·, 7, ·
45. Cc1ccc(S(=O)(=O)Nc2ccc3c(c2)C(=O)N([C@H](C)CO)C[C@@H](C)[C@@H](CN(C)Cc2ccc(C(=O)O)cc2)O3)cc1
→ -2, -3[16.7 µM], 0, -10, 6, 3, -7, ·
46. O=C(NCCCn1ccnc1)c1sc2cc([N+](=O)[O-])ccc2c1Cl
→ 0, 0, 5, -45, ·, -29, -13, -3
47. O=C(COC(=O)c1cc(-c2ccccc2)nc2ccccc12)NCC1CCCO1 (stereo unspecified)
→ 2, 1, 3, 3, ·, -9, 22, -3
48. CC1=C(C(=O)Nc2ccccc2C)C(c2cccs2)NC(=S)N1 (stereo unspecified)
→ 3, ·, ·, -13, ·, 11, 7, 2
49. C[C@H](O)[C@@H]1C(=O)N2CCc3c([nH]c4cccc(-c5ccccc5)c34)[C@@H]2C[C@@H]1N(C)C(=O)Nc1ccccc1
→ -4, ·, ·, 12, ·, 19, 7, 8
50. O=C(c1ccc(-c2nc3ccccc3s2)s1)N1CCOCC1
→ 3, ·, ·, 66*, ·, 77*, 76*, -1
51. COc1ccc2c(c1)c(C(=O)CN1CCN(C(=O)c3ccco3)CC1)c(C)n2C
→ ·, -4, -4, ·, 1, ·, ·, 11
52. O=[N+]([O-])c1ccc(O)c(C(C#Cc2ccccc2)N2CCOCC2)c1 (stereo unspecified)
→ 1, ·, -1, -90, ·, -24, -37, 11
53. Cc1ccc2c(c1)c(C)c(C)n2CC(O)CN1CCCCC1C (stereo unspecified)
→ 2, 1, 4, -2, 2, 7, 6, -3
54. COC(=O)c1[nH]c2ccc(Br)cc2c1NC(=O)CN1CCCc2ccccc21
→ ·, 12, -2, 36, 2, ·, ·, -4
55. C[C@@H]1CCCCO[C@H](CN(C)C(=O)c2ccccc2)[C@@H](C)CN([C@H](C)CO)C(=O)c2cc(NC(=O)Nc3ccccc3)ccc2O1
→ 3, 0[16.7 µM], -10, 0, 1, 5, -11, -1
56. COc1ccc(C(=O)N2CCCCCC2)cc1OC1CCN(C(C)C)CC1
→ -1, -13, -1, -6, 0, 0, 15, 7
57. COc1ccccc1NC(=O)CSc1nnc(-c2ccoc2C)n1C
→ 0, -4, 0, 3, -1, -8, -2, -3
58. COC(=O)[C@]12CCCCC=C1N(CCc1ccc(OC)c(OC)c1)C(=O)[C@H](CC(=O)NCCCN1CCCC1=O)C2
→ -2, ·, ·, 5, ·, -6, 1, -4
59. CCC(CC)C(=O)Nc1cccc(C(=O)N2CCCC2)c1
→ 0, ·, -1, ·, -6, 4, -11, ·
60. COc1cccc(-c2cnc3c(c2)C(=O)N([C@H](C)CO)C[C@@H](C)[C@H](CN(C)Cc2ccncc2)O3)c1
→ -2, 4[16.7 µM], 14, ·, 1, 0, -15, -15
61. C/C=C/c1ccc2c(c1)O[C@H](CN(C)C(=O)NC1CCCCC1)[C@@H](C)CN([C@@H](C)CO)S2(=O)=O
→ 2, 15[16.7 µM], -5, 5, 7, 3, 12, -5
